Screens (PubChem BioAssay)
IMPase inh: cell-permeable inhibitors of inositol monophosphatase (IMPase). P97697. CHO-M1 cells, IP1 accumulation, HTRF TR-FRET ratio. inhibition (IP1 accumulation), % at 46.1 µM. 120,000 tested, under 10 active; active = well fitted curve in the direction sought with a large enough effect in the signal ratio, not every such curve was filed as active; inconclusive = small, poorly fitted or top-dose-only effect, or a change in a side signal; inactive = no such curve, though single readings can be large or run the other way; the % refers to the signal ratio;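 also: cells stimulated with carbachol in lithium chloride buffer; plate controls were DMSO basal wells for no effect and reference inhibitor wells for full effect; higher means more IMPase inhibition seen as more IP1 and lower FRET ratio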
Target sequence (P97697 whole entry, looked up): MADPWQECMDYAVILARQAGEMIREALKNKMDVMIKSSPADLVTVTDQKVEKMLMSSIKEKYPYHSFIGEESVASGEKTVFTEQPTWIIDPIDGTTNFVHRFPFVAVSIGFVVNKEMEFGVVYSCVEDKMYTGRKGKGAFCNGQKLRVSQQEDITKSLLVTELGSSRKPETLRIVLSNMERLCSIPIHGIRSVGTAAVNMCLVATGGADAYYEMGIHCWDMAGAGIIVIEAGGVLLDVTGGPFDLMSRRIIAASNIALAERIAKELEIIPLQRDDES
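Elevated IP1 in lysates lowers TR-FRET signal (665/620 ratio and 620 channel reported). Cells were CHO-M1, given carbachol (50 uM as added) plus 50mM LiCl, pH 7.4, 30 min, 37C; compounds titrated up to 46 uM; AC50 by Hill equation.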
ALOX12 inhib: blocks human 12-lipoxygenase activity | Potency, µM (doses to about 57.1 µM), inactives show at the top dose activity change, negative = inhibition, usual class: inhibitors | purified 12-hLO, xylenol orange hydroperoxide absorbance | 0.12% of 150,000 active | P18054 | AID 1452; also: potency is read from the fitted curve at half-maximal effect; nearly all actives have a fitted effect of over 55% in size; many of its hits are not listed in these tables
Target sequence (P18054 whole entry, looked up): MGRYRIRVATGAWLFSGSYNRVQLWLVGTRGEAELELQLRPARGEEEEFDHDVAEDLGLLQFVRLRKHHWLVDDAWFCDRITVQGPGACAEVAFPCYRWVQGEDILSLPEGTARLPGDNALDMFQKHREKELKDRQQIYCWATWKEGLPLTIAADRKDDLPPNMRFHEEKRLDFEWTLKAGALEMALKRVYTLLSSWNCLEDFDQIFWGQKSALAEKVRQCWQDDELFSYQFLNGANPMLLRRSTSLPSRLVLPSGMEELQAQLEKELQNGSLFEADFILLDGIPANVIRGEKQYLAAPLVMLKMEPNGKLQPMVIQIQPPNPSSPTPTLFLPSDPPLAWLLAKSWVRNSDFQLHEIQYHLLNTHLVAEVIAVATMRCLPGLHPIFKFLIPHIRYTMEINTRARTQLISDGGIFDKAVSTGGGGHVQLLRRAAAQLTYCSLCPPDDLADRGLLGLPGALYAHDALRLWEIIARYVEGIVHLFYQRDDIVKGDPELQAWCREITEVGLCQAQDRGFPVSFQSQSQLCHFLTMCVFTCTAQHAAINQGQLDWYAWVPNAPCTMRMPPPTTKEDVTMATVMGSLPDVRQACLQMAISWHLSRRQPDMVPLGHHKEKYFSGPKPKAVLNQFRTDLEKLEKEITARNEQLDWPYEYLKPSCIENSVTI
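150 nM 12hLO, 25 mM Hepes pH 7.0 + 0.01% Triton X-100; cpd preinc 15 min RT; 40 uM arachidonic acid, 30 min RT; Fe-XO 30 min; A573/A405 ratio as read-out.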
15-hLO-2 inh: 15-hLO-2 (ALOX15B) enzyme inhibition. O15296. Potency, µM (top dose mostly 57.1 µM), without a hit: top-dose activity change, negative = inhibition, hits mostly inhibitors. purified 15hLO-2, xylenol orange hydroperoxide absorbance. 0.56% of 110,000 active; also: potency is read from the fitted curve at half-maximal effect; nearly all actives have a fitted effect of over 60% in size; many of its hits are not listed in these tables
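Screening format was qHTS against 50 nM purified 15hLO-2 in Hepes pH 7.5 with detergent. Activity follows hydroperoxide formation from 45 uM arachidonic acid, measured as 573:405 nm absorbance ratio of the ferric-xylenol orange complex.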
PNC inhibitor: perinucleolar compartment assembly inhibition; PC3M PTB-GFP, PNC prevalence imaging, 16 h; active compounds read low; activity change (PNC), negative = inhibition, % at 10 µM; 3.1% of 140,000 active;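 active = readout at or below -70, meaning at least 70% loss of cells showing the perinucleolar compartment, a nuclear body marking cancer cells; inconclusive = readout between -30 and a set limit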;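 also: plate controls were DMSO wells for no effect and camptothecin positive control wells for full effect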
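Compounds are pinned in duplicate onto adhered PC3M cells stably expressing GFP-tagged PTB and incubated 16 h at 37 C. Cells are then fixed, nuclei stained with Hoechst, and PNC-positive cells counted.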
Active calls of the source: *; [ ] = another dose, or the depositor's remark. Unless noted, calls follow the shape of the dose curve; as a rule, active = well fitted curve in the direction sought with a large enough effect; inconclusive = small, poorly fitted or top-dose-only effect, or another doubt; inactive = no such curve, though single readings can be large; an effect the other way counts as inactive or inconclusive. Unless noted, % is scaled to controls: 0 for no effect and ±100 for the full control effect.

Screening Clc1ccc2nc(CN3CCCCCC3)cn2c1 returned IMPase inh 9, ALOX12 inhib -1%, 15-hLO-2 inh 53%[activator] and PNC inhibitor -10.
For O=S(=O)(O)c1ccc(-c2nnc(-c3ccccn3)nc2-c2ccc(S(=O)(=O)O)o2)o1 the results were ALOX12 inhib -10%[11.4 µM] and 15-hLO-2 inh -6%[11.4 µM].
CC(=NCCc1ccccc1)C1=C(O)COC1=O was read as IMPase inh -6, ALOX12 inhib -2%, 15-hLO-2 inh -4% and PNC inhibitor -22.
`O=C(CSc1ccccn1)N1CCN(c2cccc(Cl)c2)CC1` gave IMPase inh 12, ALOX12 inhib -5%, 15-hLO-2 inh -21% and PNC inhibitor -13.
Screening C[C@]12CCC3c4ccc(OC(=O)c5ccccc5)cc4CCC3C1CCC2=O (stereo not given in full) returned ALOX12 inhib 4% and 15-hLO-2 inh 8%.
CCCn1c(=C(C#N)C#N)s/c(=C2\C=Cc3ccccc3N2CC)c1=O was read as IMPase inh 3, ALOX12 inhib -4%, 15-hLO-2 inh -5% and PNC inhibitor inconclusive.
CCOc1cc(C(=S)N2CCCC2)ccc1OCC(=O)Nc1c(C)cc(C)cc1C was read as IMPase inh -5, ALOX12 inhib 4% and PNC inhibitor inconclusive.
For CN1CCN(CCCNC(=O)c2ccc3c(c2)N(Cc2ccccc2)CCS3)CC1 the results were IMPase inh -24, ALOX12 inhib 2%, 15-hLO-2 inh 17% and PNC inhibitor inconclusive.
Screening O=C(Cn1c(C(=O)NCCCN2CCOCC2)cc2sccc21)c1ccccc1 returned IMPase inh 23, ALOX12 inhib -1%, 15-hLO-2 inh 15% and PNC inhibitor 23.
Cc1ccccc1NC(=O)CN1C(=O)C2C3CC(C(Br)C3Br)C2C1=O (stereo not given) was read as ALOX12 inhib -2% and PNC inhibitor -17.
`CCn1c(CNc2ccccc2Cl)nnc1SCC(=O)OC1CCCCC1` gave IMPase inh -7, ALOX12 inhib -4%, 15-hLO-2 inh -4% and PNC inhibitor 25.
COC(=O)c1c(NC(=O)C2c3ccccc3Oc3ccccc32)sc(C)c1C was read as IMPase inh 4, ALOX12 inhib 4%, 15-hLO-2 inh -3% and PNC inhibitor 21.
`COC(=O)c1ccc(C(=O)OC)c(NC(=O)COC(=O)C2CCC(C(C)(C)C)CC2)c1` (stereo not given) gave IMPase inh -3, ALOX12 inhib 2%, 15-hLO-2 inh 9% and PNC inhibitor -1.
Screening O=C(Cn1cnc2c(cnn2-c2ccccc2)c1=O)OCc1ccccc1 returned IMPase inh 3, ALOX12 inhib -3%, 15-hLO-2 inh 3% and PNC inhibitor 3.
`CCOc1cc(Cl)c(NC(=O)c2ccco2)cc1OCC` gave ALOX12 inhib 6% and PNC inhibitor 29.
Screening CCOC(=O)CSC1=C(C#N)C(c2ccccc2)C(C(C)=O)=C(C)N1 (stereo not given) returned IMPase inh 5, ALOX12 inhib 5%, 15-hLO-2 inh -13% and PNC inhibitor 76.
For O=C(C1CCCN(Cc2cccs2)C1)N1CCCCCC1 (stereo not given) the results were IMPase inh 10, ALOX12 inhib -5%, 15-hLO-2 inh -12% and PNC inhibitor 16.
Screening c1nnc(NCNc2nncs2)s1 returned ALOX12 inhib 2%[11.4 µM] and 15-hLO-2 inh -9%[11.4 µM].
For C=CCN=C(NC#N)SCCc1ccccc1 the results were IMPase inh -3, ALOX12 inhib 7%, 15-hLO-2 inh -5% and PNC inhibitor -4.
Screening CN1c2ccccc2C2(C)CCCC3=Cc4cccc([N+](=O)[O-])c4OC312 (stereo not given) returned ALOX12 inhib 1% and PNC inhibitor -8.
CSC1=C(C#N)C(c2ccccc2Cl)C2=C(N1)c1ccccc1C2=O (stereo not given) was read as IMPase inh 3, ALOX12 inhib -10%, 15-hLO-2 inh -3% and PNC inhibitor 41.
O=C(NCc1cccnc1)C1c2ccccc2C(=O)N1C1CCCCCC1 (stereo not given) was read as IMPase inh 12, ALOX12 inhib -1%, 15-hLO-2 inh 0% and PNC inhibitor -21.
O=S(=O)([O-])CCC[n+]1c(SCCCS(=O)(=O)O)sc2ccc(Cl)cc21 was read as ALOX12 inhib 0% and PNC inhibitor -9.
Screening Cc1nn(Cc2ccccc2)c(=O)c2nn(-c3ccc(Cl)cc3)c(C)c12 returned ALOX12 inhib -1% and PNC inhibitor -4.

Of the compounds above, 2 have a furan ring, fused or not.
For O=S(=O)(O)c1ccc(-c2nnc(-c3ccccn3)nc2-c2ccc(S(=O)(=O)O)o2)o1 the results were ALOX12 inhib -10%[11.4 µM] and 15-hLO-2 inh -6%[11.4 µM].
`CCOc1cc(Cl)c(NC(=O)c2ccco2)cc1OCC` gave ALOX12 inhib 6% and PNC inhibitor 29.

Carrying on.
`O=[N+]([O-])c1ccc(C2CCCC/C2=N/OCc2ccccc2F)c([N+](=O)[O-])c1` (stereo not given) gave IMPase inh 8, ALOX12 inhib -5%, 15-hLO-2 inh -11% and PNC inhibitor inconclusive.
For N/C(=N\c1nc2ccccc2o1)NC(=O)C(Cc1ccccc1)N1C(=O)c2ccccc2C1=O (stereo not given) the results were IMPase inh 4, ALOX12 inhib -10%, 15-hLO-2 inh 47%[activator] and PNC inhibitor -100*.
For COCCCN1C(=O)c2ccc(C(=O)Nc3ccc(OC)cc3OC)cc2C1=O the results were IMPase inh -4, ALOX12 inhib -6%, 15-hLO-2 inh -4% and PNC inhibitor inconclusive.
Screening CCN=c1scc(C)n1/N=C/c1ccc(O)c(O)c1O returned IMPase inh inconclusive, ALOX12 inhib -29%, 15-hLO-2 inh inconclusive and PNC inhibitor 121.
For Cc1cc(C)n(CC2CC(=O)N(c3ccc(C)c(Cl)c3)C2=O)n1 (stereo not given) the results were IMPase inh -3, ALOX12 inhib 2% and PNC inhibitor 58.
Screening CC(=O)C1CCC2C3CCC4=CC(=O)CC[C@@]4(C)C3CC[C@]12C (stereo not given in full) returned ALOX12 inhib -4% and 15-hLO-2 inh -21%.
`O=C(NCc1ccc(F)cc1)C1CCC(=O)N1CCc1ccccc1` (stereo not given) gave IMPase inh 0, ALOX12 inhib -3%, 15-hLO-2 inh 1% and PNC inhibitor 20.
`Cc1nc(NCC2CCCO2)c2oc3ccccc3c2n1` (stereo not given) gave IMPase inh 2, ALOX12 inhib 2%, 15-hLO-2 inh 2% and PNC inhibitor 14.
`Cc1cccc(OCCCCCn2ccnc2)c1` gave IMPase inh -6, ALOX12 inhib -2%, 15-hLO-2 inh 39%[activator] and PNC inhibitor inconclusive.
Screening Cc1ccc(S(=O)(=O)N2CCOCC2)cc1C(=O)OCC(=O)Nc1ccc2c(c1)OCO2 returned IMPase inh 9, ALOX12 inhib -5%, 15-hLO-2 inh -8% and PNC inhibitor -22.
Screening Cn1c(=O)c2c(nc(CN3CCC(C(N)=O)CC3)n2Cc2ccccc2Cl)n(C)c1=O returned IMPase inh -2, ALOX12 inhib 0%, 15-hLO-2 inh -5% and PNC inhibitor inconclusive.
`CCOC(=O)C1C(=O)NC(SC)=C(C#N)C1c1ccccc1F` (stereo not given) gave IMPase inh 1, ALOX12 inhib -3%, 15-hLO-2 inh -1% and PNC inhibitor -5.
For CCOc1ccc2nc(NC(=O)CSC3=NCCS3)sc2c1 the results were IMPase inh 15, ALOX12 inhib -9%, 15-hLO-2 inh 7% and PNC inhibitor inconclusive.
Screening COCCn1c(-c2ccc(Cl)cc2Cl)nc2c(c(=O)c3ccccc3n2C)c1=O returned ALOX12 inhib -1% and PNC inhibitor -4.
`CC(C)(C)S(=O)(=O)c1ccccc1C(=O)O` gave IMPase inh -1, ALOX12 inhib 0%, 15-hLO-2 inh 0% and PNC inhibitor -3.
For COc1ccccc1NC(=O)C(C)N1CCN(C/C=C/c2ccccc2)CC1 (stereo not given) the results were IMPase inh 6, ALOX12 inhib 1%, 15-hLO-2 inh 28% and PNC inhibitor inconclusive.
For CCNC(=S)NNC(=O)c1cc(-c2cccc(C)c2)nc2ccccc12 the results were IMPase inh 2, ALOX12 inhib -22%, 15-hLO-2 inh 25% and PNC inhibitor -22.
O=C(c1ccccc1)c1cc2ccccc2o1 was read as IMPase inh -9, ALOX12 inhib 0%, 15-hLO-2 inh -2% and PNC inhibitor -23.
Screening CCN(CC)CCCCn1c(-c2ccccc2)nc2c(N3CCOCC3)nc(C)nc21 returned ALOX12 inhib 2% and 15-hLO-2 inh 5%.
COc1ccccc1CN1CC(C(=O)NCc2cccnc2)CC1=O (stereo not given) was read as IMPase inh 2, ALOX12 inhib 1%, 15-hLO-2 inh 1%[2.29 µM] and PNC inhibitor -27.
For COc1ccc(/C(C)=N\Nc2nc(-c3ccccc3)cc(=O)[nH]2)cc1 the results were ALOX12 inhib -3% and PNC inhibitor -5.
`O=C(O)C[C@H](Cc1ccccc1Cl)C(=O)O` gave ALOX12 inhib -1%[11.4 µM] and 15-hLO-2 inh -1%[11.4 µM].
For COCCNC(=O)CNC(=S)N(Cc1ccccc1)Cc1cccnc1 the results were ALOX12 inhib -3% and PNC inhibitor 48.
`Cc1ccc(Cl)cc1N1CCN(Cc2nc3c(c(=O)[nH]c(=O)n3C)n2Cc2ccccc2F)CC1` gave IMPase inh 10, ALOX12 inhib -13%, 15-hLO-2 inh -4% and PNC inhibitor 11.

Fetched by compound from the list above, 5 records:
For CCOc1ccc2nc(NC(=O)CSC3=NCCS3)sc2c1 the results were IMPase inh 15, ALOX12 inhib -9%, 15-hLO-2 inh 7% and PNC inhibitor inconclusive.
For CCNC(=S)NNC(=O)c1cc(-c2cccc(C)c2)nc2ccccc12 the results were IMPase inh 2, ALOX12 inhib -22%, 15-hLO-2 inh 25% and PNC inhibitor -22.
For COc1ccccc1NC(=O)C(C)N1CCN(C/C=C/c2ccccc2)CC1 (stereo not given) the results were IMPase inh 6, ALOX12 inhib 1%, 15-hLO-2 inh 28% and PNC inhibitor inconclusive.
`CC(C)(C)S(=O)(=O)c1ccccc1C(=O)O` gave IMPase inh -1, ALOX12 inhib 0%, 15-hLO-2 inh 0% and PNC inhibitor -3.
For COc1ccc(/C(C)=N\Nc2nc(-c3ccccc3)cc(=O)[nH]2)cc1 the results were ALOX12 inhib -3% and PNC inhibitor -5.

Next part:
For O=[N+]([O-])c1ccccc1/C=N/n1c(-c2cccnc2)n[nH]c1=S the results were ALOX12 inhib 2% and PNC inhibitor -22.
For Cc1cc(N2C(=O)C(=O)/C(=C(/O)c3ccc(Cl)cc3)C2c2cccc(Br)c2)no1 (stereo not given) the results were IMPase inh inconclusive, ALOX12 inhib 7%, 15-hLO-2 inh -17% and PNC inhibitor inconclusive.
For Cc1nn(-c2ccccc2)c(C)c1/C=C/C(=O)OCC(=O)Nc1ncc(C(F)(F)F)cc1Cl the results were ALOX12 inhib -1% and PNC inhibitor -113*.
CNc1nc(SC)nc2ccsc12 was read as IMPase inh -2[1.84 µM], ALOX12 inhib -1%, 15-hLO-2 inh 6%[11.4 µM] and PNC inhibitor inconclusive.
CN(C)/C=C1\C=C(c2ccccc2)OC1=O was read as IMPase inh 6, ALOX12 inhib inconclusive, 15-hLO-2 inh inconclusive and PNC inhibitor 30.
For Cc1nc2ccccc2c2oc(C(=O)N3CCN(C4CCCCC4)CC3)cc12 the results were IMPase inh 11, ALOX12 inhib 3% and PNC inhibitor 5.
`COc1cccc2cc(C(C)N(CCCN3CCOCC3)C(=O)Nc3ccccc3)oc12` (stereo not given) gave IMPase inh -3, ALOX12 inhib 0%, 15-hLO-2 inh 9% and PNC inhibitor inconclusive.
CCOc1ccccc1NC(=O)c1ccoc1C was read as IMPase inh 4, ALOX12 inhib 0%, 15-hLO-2 inh -5% and PNC inhibitor 17.
CCOc1ccc(OCC)c(NC(=O)C2COc3ccccc3O2)c1 (stereo not given) was read as IMPase inh 11, ALOX12 inhib -5%, 15-hLO-2 inh 8% and PNC inhibitor -30.
For C/C(O)=C(/C#N)c1nc2ccccc2[nH]1 the results were IMPase inh 5, ALOX12 inhib -1%, 15-hLO-2 inh -6% and PNC inhibitor 26.

These rows are one share of the data, so the mix of outcomes need not match the whole.
